Screening results from PubChem BioAssay.
tim10-1 inh: inhibits growth of tim10-1 mutant yeast. S. cerevisiae tim10-1 ts strain growth, BacTiter-Glo, 24 h. inhibition, % at 20 µM. 330,000 compounds, 2.2% hits. AID 463190;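 active = inhibition of at least 40%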;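 note: mutant grown at 25 °C; 0% = DMSO wells with yeast and 100% = wells holding no yeast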
Mdm2 MdmX PPI: human Mdm2/MdmX binding inhibition; AID 485346; SaOS-2 split-luciferase Mdm2/MdmX complementation, luminescence; O15151+Q00987; 330,000 compounds, 3% hits; inhibition, % at 8 µM;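 active = inhibition of at least 50% at 8 µM in the primary screen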
Target sequence (O15151 whole entry, looked up): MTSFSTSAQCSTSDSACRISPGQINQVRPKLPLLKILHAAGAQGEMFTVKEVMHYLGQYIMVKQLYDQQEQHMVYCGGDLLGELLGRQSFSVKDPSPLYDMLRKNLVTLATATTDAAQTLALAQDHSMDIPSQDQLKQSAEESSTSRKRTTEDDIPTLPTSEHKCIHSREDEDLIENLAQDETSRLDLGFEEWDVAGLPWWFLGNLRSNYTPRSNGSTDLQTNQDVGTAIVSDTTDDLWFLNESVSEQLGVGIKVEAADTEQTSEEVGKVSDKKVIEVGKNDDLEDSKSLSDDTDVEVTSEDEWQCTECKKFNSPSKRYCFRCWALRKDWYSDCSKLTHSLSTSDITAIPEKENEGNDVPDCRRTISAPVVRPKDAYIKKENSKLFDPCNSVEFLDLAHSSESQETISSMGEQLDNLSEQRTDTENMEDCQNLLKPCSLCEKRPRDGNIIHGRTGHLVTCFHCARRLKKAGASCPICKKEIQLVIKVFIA
Target sequence (Q00987 whole entry, looked up): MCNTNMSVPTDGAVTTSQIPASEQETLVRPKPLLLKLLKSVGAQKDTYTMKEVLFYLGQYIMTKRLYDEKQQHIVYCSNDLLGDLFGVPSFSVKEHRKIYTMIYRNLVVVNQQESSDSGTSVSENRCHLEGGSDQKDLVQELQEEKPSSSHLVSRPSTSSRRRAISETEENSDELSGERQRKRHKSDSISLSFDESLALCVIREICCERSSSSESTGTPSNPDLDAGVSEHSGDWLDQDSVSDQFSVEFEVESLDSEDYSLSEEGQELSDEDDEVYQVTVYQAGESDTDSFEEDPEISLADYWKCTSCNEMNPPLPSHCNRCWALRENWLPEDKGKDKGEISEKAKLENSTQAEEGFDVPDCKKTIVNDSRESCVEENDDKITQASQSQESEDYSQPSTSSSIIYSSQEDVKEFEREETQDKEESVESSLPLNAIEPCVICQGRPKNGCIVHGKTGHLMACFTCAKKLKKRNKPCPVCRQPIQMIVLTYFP
APJ antag: APJ receptor antagonism; P35414; CHO-K1 APJ beta-arrestin complementation, luminescence; inhibition, % at 20 µM; 330,000 compounds, 0.32% hits; AID 2521;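 active = inhibition above about 40% at 20 µM, limit read from the data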;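 note: cells challenged with 10 nM apelin-13 agonist together with compound; plate controls were apelin-13 plus DMSO wells for no effect and DMSO wells lacking apelin-13 for full effect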
XBP1 UPR activ: adaptive UPR (XBP1) activation | AID 463104 | CHO-XBP1 luciferase reporter, IRE1-XBP1 UPR activation, luminescence; percent of tunicamycin response, DMSO as zero | 330,000 compounds, 0.33% hits | activation, % at 20 µM;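 active = versus positive control, 20 µM dose yields 30% or more activation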;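 note: 100% = tunicamycin at 10 µg/mL and 0% = DMSO only wells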
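Material – CHO cell line with stable XBP1 luciferase reporter · Buffer or medium – F12 plus 10% FBS · Compound – single point, 20 µM final compound, 1% DMSO · Schedule – 16-18 h cell attachment at 37 °C, then 6 h compound exposure · Signal – Steady-Glo luminescence read · Benchmarks – high control tunicamycin 10 µg/mL final, low control DMSO vehicle only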
TIM10 inh: inhibits growth of TIM10 yeast strain | S. cerevisiae TIM10 strain growth, BacTiter-Glo luminescence, 24 h | inhibition, % at 10 µM | 330,000 compounds, 1.4% hits | AID 463195;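 active = inhibition of 40% or more at the single tested concentration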;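 note: wild-type TIM10 isogenic control strain grown at permissive 25 °C; 0% = DMSO yeast wells and 100% = minimal medium wells without yeast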
CXCR6 block: blocks human CXCR6 beta-arrestin recruitment; CHO-K1 PathHunter CXCR6 beta-arrestin, luminescence; AID 602244; 360,000 compounds, 0.36% hits; O00574; inhibition, % at 20 µM; in the data active = inhibition above about 34%, passing the limit was not always enough;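 note: antagonist mode with CXCL16 agonist at 10 nM final; 0% = 10 nM CXCL16 with DMSO and 100% = unstimulated wells without agonist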
CHOP UPR activ: apoptotic UPR (CHOP) activation; AID 449763; activation, % at 10 µM; CHO-CHOP luciferase reporter, luminescence; percent of tunicamycin response over DMSO baseline; 330,000 compounds, 0.34% hits;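 active = at 10 µM dose, activation of 40% or more, normalized to positive control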;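 note: 100% = tunicamycin at 10 µg/mL and 0% = DMSO alone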
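System: CHO-CHOP luciferase reporter cell line; amount: 500 cells/well; buffer or medium: F12 medium containing 10% fetal bovine serum; incubation: 6 h compound exposure at 37 °C after overnight seeding; measured by: luciferase luminescence after 10 min with Steady-Glo reagent; evaluation: % reporter activation, DMSO baseline versus tunicamycin full activation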
APJ ag: agonists of human APJ apelin receptor. P35414. CHO-K1 APJ PathHunter beta-arrestin, luminescence; 0% DMSO wells, 100% apelin. activation, % at 20 µM. 330,000 compounds, 0.11% hits. AID 2520;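 active = activation more than six SD over the plate average, tested at 20 µM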;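 note: 0% = DMSO alone and 100% = apelin-13 at 10 nM; some results filed as inactive read as strong as hits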
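Incubation: overnight seeding, 90 min compound at 25 °C, 1 h detection; test system: PathHunter CHO-K1 APJ (AGTRL-1) beta-arrestin reporter cells; amount: 1000 cells/well; doses: one dose, 20 µM compound, 1% DMSO; measured by: beta-gal luminescence; measure: agonist-driven arrestin binding to APJ; benchmarks: negative DMSO alone, positive Apelin-13 at 10 nM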
tim23-1 inh: growth inhibitors of tim23-1 mutant yeast. S. cerevisiae tim23-1 growth, BacTiter-Glo luminescence, 24 h. inhibition, % at 20 µM. 330,000 compounds, 1.3% hits. AID 463212;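 active = growth inhibition of the mutant yeast at or above 50%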;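 note: temperature-sensitive mutant grown at 25 °C; plate controls were DMSO-treated mutant yeast for no effect and medium wells lacking yeast for full effect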
Starred values were filed as active, the others as inactive; · = not tested or not shown; & = joins results of further samples. Some of the compounds tested (hit frequency here may not be typical).

canonical_smiles,tim10-1 inh,Mdm2 MdmX PPI,APJ antag,XBP1 UPR activ,TIM10 inh,CXCR6 block,CHOP UPR activ,APJ ag,tim23-1 inh
CN(C)P1(N(C)C)=Nc2c(c(N)nn2C)C(c2ccccc2)=N1,9,27,6,-1,12,-1&-3,0.5,-1,11
C[C@]12CCC3C(CCC4=CC(O)CC[C@@]43/C=N/O)C1(O)CCC2C1=CC(=O)OC1 (stereo partly drawn),17,58*,10,0,-4,-11,-1.7,-4,11
N#C/C(N)=C(/N)C#N,-13,12,18,-2,-3,7,2.1,-4,-17
O=c1[nH]c(=O)n(Cc2ccco2)c(O)c1C=NCCN1CCOCC1,-10,8,12,-2,2,-8,1.6,-2,4
CCCCC12CNCC(C)(CNC1)C2=O,4,-3,4,0,-8,6,-0.2,-4,19
COP(=O)(OC)C(NC(=O)c1ccc(C)cc1)C(Cl)(Cl)Cl (stereo not drawn),11,8,13,3,12,-2,0.1,-2,-18
COC(=O)C1=C(c2ccc(F)cc2F)C[C@@H]2CC[C@H]1N2C(=O)N1CCC(C)CC1,6,20,11,-3,0,-5,-0.1,-4,33
CCCNC(=O)N1[C@H]2CC[C@@H]1C(C(=O)OC)=C(c1ccccc1)C2,6,5,15,1,1,20,-1.3,-1,13
COc1cccc(C(=O)C2CCCN(Cc3ccc4nonc4c3)C2)c1 (stereo not drawn),24,35,-16,1,-3,2,-1.3,-1,-18
COC(=O)C1=C(c2ccc(F)cc2OCc2ccccc2)C[C@@H]2CC[C@H]1N2C(=O)N1CCCC1,7,22,2,-2,4,8,1.2,-7,37
COc1cc(-n2c(=S)[nH]c3ccc(C)cc3c2=O)c(Cl)cc1Cl,0,40,13,0,27,3,0.7,-4,34
O=c1[nH]c(=O)n(CCc2ccccc2)c(O)c1/C=N/N1CCOCC1,3,15,5,-2,16,5,0.1,2,-1
CCc1ccc(CNCCc2ccc(F)cc2)cc1,16,9,21,-1,-14,-4,-1.7,2,-4
CC(=O)N1CCN(c2ccc(N=Cc3c(O)n(-c4ccc(Cl)cc4)c(=O)[nH]c3=O)cc2)CC1,5,-2,5,-3,8,-14,0.2,-4,11
Cc1cc(C(=O)CS(=O)(=O)c2ccc(F)cc2)cc(C)c1OC(=O)N(C)C,-8,-11,2,0,-16,1,-1.1,-3,-12
CC1(C)C2([N+](=O)[O-])CN3CC1([N+](=O)[O-])CN(C2)C3c1cccnc1 (stereo not drawn),9,-4,11,-3,13,3,-0.8,-2,20
CC(NCc1ccccc1C(F)(F)F)C(O)c1ccccc1 (stereo not drawn),0,0,-8,-1,3,-10,1.5,-3,1
Cc1cc(C)nc(NC2=NCCS2)n1,2,16,-3,-6,5,-9,-0.3,-2,1
Cc1ccc(-c2nc3ccccc3c(=O)n2-c2ccncc2)cc1,18,-8,-4,-1,20,4,1.2,0,33
CCOc1cc2c(cc1OCC)-n1cccc1C(c1ccc(OC(F)F)cc1)NC2 (stereo not drawn),15,43,-8,0,2,12,-1.7,-1,17

Another view of 3 compounds above.
structure: CCCNC(=O)N1[C@H]2CC[C@@H]1C(C(=O)OC)=C(c1ccccc1)C2
  tim10-1 inh: 6
  Mdm2 MdmX PPI: 5
  APJ antag: 15
  XBP1 UPR activ: 1
  TIM10 inh: 1
  CXCR6 block: 20
  CHOP UPR activ: -1.3
  APJ ag: -1
  tim23-1 inh: 13

structure: COc1cccc(C(=O)C2CCCN(Cc3ccc4nonc4c3)C2)c1 (stereo not drawn)
  tim10-1 inh: 24
  Mdm2 MdmX PPI: 35
  APJ antag: -16
  XBP1 UPR activ: 1
  TIM10 inh: -3
  CXCR6 block: 2
  CHOP UPR activ: -1.3
  APJ ag: -1
  tim23-1 inh: -18

structure: COC(=O)C1=C(c2ccc(F)cc2OCc2ccccc2)C[C@@H]2CC[C@H]1N2C(=O)N1CCCC1
  tim10-1 inh: 7
  Mdm2 MdmX PPI: 22
  APJ antag: 2
  XBP1 UPR activ: -2
  TIM10 inh: 4
  CXCR6 block: 8
  CHOP UPR activ: 1.2
  APJ ag: -7
  tim23-1 inh: 37

New compounds follow:
canonical_smiles,tim10-1 inh,Mdm2 MdmX PPI,APJ antag,XBP1 UPR activ,TIM10 inh,CXCR6 block,CHOP UPR activ,APJ ag,tim23-1 inh
COC(=O)COc1cc(C)cc2oc(=O)c3c(c12)CCCC3,37,17,20,-2,14,1,-2.2,0,20
COc1ccccc1CN1CCN(Cc2ccc(Cl)cc2)CC1,10,7,13,-2,-2,6,-0.4,-3,-15
CCS(=O)(=O)NCc1nnc2n1-c1ccc(Br)cc1C(c1ccccc1Cl)=NC2,-1,5,-2,-3,6,-4,1.3,-1,8
CCC1CCCCN1P(=O)(c1ccc(C)o1)C(C)(C)C (stereo not drawn),29,15,8,-3,8,3,-1.9,-4,18
CCOC(=O)C1(c2ccccc2)CCN(CC(=O)Nc2ccc(C)cc2)CC1,-5,15,-14,-3,0,-1,-1.4,-5,25
CCCCCCn1c(=O)c(C(=O)Nc2ncccc2O)c(O)c2ccccc21,1,45,-17,-5,-4,-1,17,2,2
C=CCn1c(O)c(Cc2ccc(OCC)cc2)c(=O)[nH]c1=O,-38,0,1,6,-8,2,0.2,-2,10
CN(C)CCCN=Cc1c(O)n(CCc2ccc(F)cc2)c(=O)[nH]c1=O,9,3,9,0,-1,-5,-0.1,2,2
NC(=O)c1ccc(N=Nc2c(O)[nH]c(=O)[nH]c2=O)cc1,5,32,8,-1,4,·,-2.4,-3,-3
O[C@H]1C2CCC1C(N1CCCCC1)CC2 (stereo partly drawn),-1,20,-10,-2,-2,7,-4.1,-4,6
CCNCC(O)c1cccc(O)c1 (stereo not drawn),-31,22,10,-9,-4,7,7.5,7,-3
c1cc(C2N3CCCN2CC3)ccn1 (stereo not drawn),9,-31,9,2,-10,-4,1.3,-1,13
O=C1NC(=O)C2(Cc3c(nc4ccccn4c3=O)N3CCCCCC32)C(=O)N1Cc1ccccc1 (stereo not drawn),21,23,-2,3,24,3,1.8,0,29
CSc1ccc(CN2CCN(C(=O)COc3cccc(C)c3)CC2)cc1,-49,8,13,1,-3,-3,0.3,-3,-40
CN1CCN(c2nc3c(c(=O)[nH]2)CCC3)CC1,0,14,-17,-6,1,3,0.1,-3,8
Nc1ccc(Cl)cc1C(=O)c1ccccc1Cl,23,13,-5,-2,21,0,-2.0,4,47
COC(=O)C1=C(c2c(C)noc2C)C[C@@H]2CC[C@H]1N2C(=O)NCc1ccc2c(c1)OCO2,-9,-27,-5,-2,2,-1,2.2,-2,10
CCC(C)NS(=O)(=O)c1ccc(OCC(=O)N2CCN(CC)CC2)cc1 (stereo not drawn),-1,11,12,-3,3,6,0.6,-2,12
C=CCC1([C@@H](C)CCC)C(=O)NC(=O)NC1=O,3,3,13,3,1,-6,1.2,-3,15
CC1CC(C)CN(C(=O)COC(=O)c2cn(C)c3ccccc23)C1 (stereo not drawn),9,19,8,1,12,10,0.1,-2,37
C[C@@H]1O[C@@H](O[C@H]2C[C@@H](O)[C@]3(CO)[C@H]4[C@H](O)C[C@]5(C)[C@@H](C6COC(=O)C6)CC[C@]5(O)[C@@H]4CC[C@]3(O)C2)[C@H](O)[C@H](O)[C@H]1O (stereo partly drawn),6,58*,-9,-2,4,1,-0.4,1,-2
Cc1ccc(-c2cc(-c3ccc(C)cc3)[n+](-c3ccccc3)c(-c3ccc(C)cc3)c2)cc1,43*,93*,7,7,15,20,55*,12,47
COc1ccc(CN2C(=O)NC(=O)/C(=C/c3ccoc3)C2=O)cc1,7,9,-9,4,-17,-3,0.2,-1,7
Cc1cc(C)n2nc(SC(C)C(=O)N3CCC4(CC3)OCCO4)nc2n1 (stereo not drawn),9,0,-12,-2,7,4,0.0,1,24
COC(=O)C1=C(c2cc3ccccc3o2)C[C@@H]2CC[C@H]1N2C(=O)NCc1ccc(C(F)(F)F)cc1,16,16,6,-3,20,8,1.1,4,32
Cc1ccsc1C(=O)C1CCCN(Cc2cc3ccccc3o2)C1 (stereo not drawn),-4,6,-11,-1,1,0,-0.1,-2,26
Cc1ccc(-n2c(O)c(/C=N/N3CCCCC3c3cccnc3)c(=O)[nH]c2=S)cc1 (stereo not drawn),28,15,0,2,19,-7,1.9,-3,9
CCC1CCCCN1CC(=O)c1ccc(OC(F)F)cc1 (stereo not drawn),14,-7,44*,1,4,8,0.2,-5,3
CCc1ccccc1NC(=O)CSc1nnc([C@@H](N)Cc2c[nH]c3ccccc23)o1,23,14,-15,-2,29,6,-1.1,-3,26
CN1CCN(c2c[nH]c(=O)[nH]c2=O)CC1,3,15,12,-2,1,-7,-2.7,5,9
CNC(C(=O)c1ccccc1)C(OC)c1cccc([N+](=O)[O-])c1 (stereo not drawn),9,6,11,-1,9,7,1.3,-5,9
CCCCCCn1c(O)c(C=Nc2c(C)n(C)n(-c3ccccc3)c2=O)c(=O)[nH]c1=O,9,12,-3,2,-3,4,-0.2,-2,7
O=C1NC(=O)C(=Cc2ccc(OCCOc3ccc([N+](=O)[O-])cc3)cc2)C(=O)N1,21,-2,-7,-3,6,-4,-0.8,0,10
Cc1cc(NC(=O)COC(=O)c2c(C)nn(Cc3ccccc3Cl)c2Cl)no1,0,27,-6,-2,-9,6,-0.1,0,-6
O=C(COC(=O)Cc1ccccc1)Nc1nnc(-c2ccccc2)o1,-31,-10,-1,3,-14,-2,1.8,-7,6
COc1ccc(CC2C(=O)NC(=O)N(c3ccccc3)C2=O)c(OC)c1 (stereo not drawn),1,13,-7,-6,-15,8,0.0,-2,1
COC(=O)C1=C(c2ccc(C(C)=O)cc2)C[C@@H]2CC[C@H]1N2C(=O)NCCO,-10,13,6,-4,-2,-9,0.5,-1,-12
O=c1[nH]c(O)c(C=Nc2cccc(F)c2)c(=O)[nH]1,1,8,15,-3,-9,-5,-0.7,-2,4
CN1CCN(Cc2cc(C(C)(C)C)c(O)c(C(C)(C)C)c2)CC1,-6,26,-4,0,-18,-7,0.2,4,10
CCn1cc(C(=O)N2CCC3(CC2)OCCO3)c(=O)c2cc(S(=O)(=O)N3CCCC3)ccc21,15,8,-1,-2,19,-7,0.8,-1,2
CCC[N+]12CCC(CC1)C(C(O)(c1ccccc1)c1ccccc1)C2 (stereo not drawn),-9,10,-3,2,6,-12,-1.9,-2,13
COc1ccccc1OCCCn1cc(C(C)=O)c2ccccc21,6,-19,-7,-1,8,-12,1.3,-1,22
COc1ccc(-n2c(Cc3ccccc3)nc3ccccc3c2=O)cc1,22,1,15,-2,23,-10,-2.2,-3,33
Cc1c(C(c2ccc(O)cc2)c2c(O)c3ccccc3oc2=O)c(=O)n(-c2ccccc2)n1C (stereo not drawn),-3,-24,-9,-2,11,-13,0.8,-2,10
COc1cc(/C=C/c2nc3ccccc3c(=O)n2-c2ccc(O)cc2)ccc1O,11,77*,-10,14,14,-10,4.1,0,10
